MEKK2 WT-MEK5: raises or lowers MEK5 binding to wildtype human MEKK2 PB1 domain | hit rate 1.1% among 290,000 | bead flow cytometry, Alexa488-MEK5 binding to MEKK2 WT; actives lie on both sides | Q9Y2U5 | binding response (% of control), % at 10 µM | AID 1531; in the data active = binding response below about 67% or above about 130%
NALP1 yeast inh: inhibitors of NALP1 inflammasome in yeast; S. cerevisiae NALP1/ASC/caspase-1 growth, X-gal OD620, 72 h; inhibition, % at 10 µM; hit rate 0.61% among 280,000; AID 2071; in the data active = inhibition mostly above about 24%, no sharp cut-off; inactive = mostly below about 32%; also: some compounds called inactive have numbers as strong as hits
PfM18AAP inh: PfM18AAP enzyme inhibition. recombinant PfM18AAP, H-Glu-NHMec fluorogenic cleavage. inhibition, % at 7.35 µM. hit rate 1.2% among 290,000;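 active = inhibition above the campaign mean inhibition over all tested compounds plus 3 SD, cut at about 28% in these data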;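 also: 0% = plate median of test compound wells and 100% = 2 mM ZnCl2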
SUMO HTRF inh: SUMOylation inhibition. P63279. HTRF SUMOylation assay, SAE1/SAE2 + UBC9, in vitro. inhibition, % at 35 µM. hit rate 0.36% among 290,000. AID 2006; in the data active = inhibition above about 50%, passing the limit was not always enough; also: strong numbers were not always called active
Target sequence (P63279 whole entry, looked up): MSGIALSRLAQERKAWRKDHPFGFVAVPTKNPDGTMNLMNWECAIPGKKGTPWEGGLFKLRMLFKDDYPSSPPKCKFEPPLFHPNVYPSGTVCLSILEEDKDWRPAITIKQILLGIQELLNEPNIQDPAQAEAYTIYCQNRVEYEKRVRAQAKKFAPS
IMP-1 inh: inhibitors of Pseudomonas aeruginosa IMP-1 metallo-beta-lactamase; inhibition, % at 5.6 µM; purified IMP-1, nitrocefin hydrolysis, epi-absorbance fluorescence; AID 1556; hit rate 0.45% among 290,000;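 active = inhibition above the mean plus 3 SD of all compounds in the same screening run, cut at about 4.5% in these data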;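 also: 0% = IMP-1 with DMSO and 100% = DMSO wells lacking enzyme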
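System: Purified recombinant IMP-1 metallo-beta-lactamase enzyme | Measured by: Fluorescence quenching readout, ex 480/em 530 nm | Replication: Singlicate | Incubation: 15 min preincubation plus 25 min reaction at 25 °C | Evaluation: Percent inhibition from optical density relative to buffer-blank wells | Benchmarks: DMSO with and without IMP-1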
DNA FID counter: counter-screen for HCV NS3 helicase inhibitors: DNA intercalator displacement; hit rate 0.17% among 290,000; DNA fluorescent intercalator displacement, fluorescence; inhibition, % at 7.9 µM; in the data active = inhibition above about 37%;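 also: 0% = vehicle and 100% = reference compound; higher means more ethidium bromide displaced from hairpin DNA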
VIM-2 inh: inhibitors of Pseudomonas aeruginosa VIM-2 metallo-beta-lactamase; purified VIM-2, nitrocefin hydrolysis, epi-absorbance fluorescence; inhibition, % at 5.6 µM; hit rate 0.89% among 290,000; AID 1527;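 active = inhibition above the mean of all tested compounds plus 3 SD, cutoff set per screening run, cut at about 7.5% in these data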;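 also: red hydrolysis product quenches plate fluorescence so inhibitors raise well fluorescence; 0% = enzyme with DMSO and 100% = DMSO without enzyme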
MEKK2mut PB1 HTS: signal of MEK5 binding to mutant human MEKK2 PB1 domain; bead flow cytometry, Alexa488-MEK5 binding to MEKK2 mutant; percent response, % at 10 µM; hit rate 0.35% among 290,000; in the data active = percent response above about 24%, passing the limit was not always enough; also: inactives centre near 1; some results filed as inactive read as strong as hits
HCV NS3 hel inh: blocks Hepatitis C virus NS3 helicase unwinding; NS3 helicase DNA unwinding, Cy5 molecular beacon fluorescence; inhibition, % at 10.9 µM; hit rate 0.56% among 290,000; AID 1800;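 active = inhibition above the mean of all tested compounds plus 3 SD, set per campaign, cut at about 35% in these data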;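 also: 0% = DMSO wells and 100% = thioflavine S control wells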
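System: NS3 helicase fragment of HCV / Schedule: 1 h at 25 °C / Control set: DMSO alone as 0% and 110 µM thioflavine S as 100% / Reagent: Cy5/quencher beacon DNA duplex and ATP to start / Technique: Cy5 fluorescence / Replication: singlicate / Evaluation: % inhibition of end-to-start signal ratio versus controls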
The depositor's hits bear a star; / = not tested or not shown. Compounds were not picked by outcome. About 4.7% of those tested had a hit in this group.

SMILES	MEKK2 WT-MEK5	NALP1 yeast inh	PfM18AAP inh	SUMO HTRF inh	IMP-1 inh	DNA FID counter	VIM-2 inh	MEKK2mut PB1 HTS	HCV NS3 hel inh
N#CCC(=O)N/N=C/c1ccc(OC2CSC2)cc1	97	6	40*	-5	-3.2	0	-0.9	-7	7
CCOC(=O)c1ccc(NC(=O)CSc2nnc(C3CC3)n2C)cc1	108	-50	4	7	0.5	-14	-0.7	2	10
COC(=O)C1=C(C)N(Cc2ccccc2)C(=O)N[C@H]1c1ccccc1	88	24	-5	2	-4.4	-28	-4.0	6	-8
CCC1CCCCN1S(=O)(=O)c1ccc(-n2cnnn2)c(C)c1 (stereo not drawn)	100	5	2	-2	-3.1	-22	-2.3	-3	-1
Cc1cc([N+](=O)[O-])c(NC2CCCCC2)c([N+](=O)[O-])c1	103	/	-5	/	-1.1	6	-0.7	2	0
CC(=O)N1c2ccc(S(=O)(=O)N(C)CC(=O)NCc3ccccc3)cc2CC1C (stereo not drawn)	99	24	-7	/	0.7	-39	-0.8	-2	3
O=C(CSc1nc2ccccc2[nH]1)Nc1ccc2c(c1)OCCO2	99	4	1	14	-0.5	-6	-1.5	0	-9
O=c1ccsn1Cc1ccccc1	100	-1	33*	7	-4.5	0	-2.7	6	8
Cc1ccc(S(=O)(=O)NCC(c2ccco2)N2CCOCC2)cc1 (stereo not drawn)	103	26	4	7	-2.5	-15	-2.6	4	4
Cc1ccc(CCNC(=O)c2cc(-c3ccncc3)nc3ccc(S(=O)(=O)N4CCOCC4)cc23)cc1	104	11	6	30	0.8	-16	-6.4	9	-18
Cc1ccc(S(=O)(=O)CCc2nc3ccccc3[nH]2)cc1C	95	-14	5	-5	-3.7	-7	-1.9	-1	1
CCCc1nn(C)c(C(=O)Nc2cccc(CC)c2)c1Cl	101	27	2	-21	-1.0	-14	-4.0	1	5
COc1ccc(C(NC(=O)CN2CCCCCC2)c2ccc(OC)cc2)cc1	102	-1	28	24	-4.3	5	-4.3	6	-8
CCCc1cc(=O)n2[nH]cnc2n1	92	/	1	0	-4.0	7	0.3	-1	-21
O=C(O)CC/C(=N\Nc1ccc(S(=O)(=O)N2CCOCC2)cc1[N+](=O)[O-])c1cccs1	94	/	-2	20	-2.4	-18	-0.1	-11	-11
O=C(COc1ccc(Br)cc1)N(Cc1ccccc1)c1ccccn1	105	32	0	-18	-4.8	-23	-1.1	0	-9
O=C(CSc1ccccn1)c1ccc2c(c1)OCO2	101	/	6	-9	-2.6	-3	-3.2	2	3
Cc1ccc(S(=O)(=O)NN2C(=O)c3ccccc3NC2c2cccc(O)c2)cc1 (stereo not drawn)	110	0	1	8	-0.2	-8	-2.7	0	11
Cc1ccc(C(=O)NCC(=O)Nc2cccc(C(F)(F)F)c2)cc1	106	23	3	0	-4.4	-1	-2.1	1	-3
Cc1onc(-c2c(Cl)cccc2Cl)c1C(N)=S	95	-25	-9	10	3.0	4	0.2	-10	7
O=C(O)Cn1cc(CN2CCOCC2)c2ccccc21	104	11	-7	14	-2.4	-4	-1.4	3	3
Cc1ccc(S(=O)(=O)NC2(C(F)(F)F)NC(=O)N(C)C2=O)cc1 (stereo not drawn)	100	16	-1	8	-3.7	3	-2.2	-6	-1
O=C(c1cccnc1)N1CCN(Cc2ccc3c(c2)OCO3)CC1	103	7	2	-2	-3.0	6	-2.5	0	1
Nn1cc(-c2ccccc2)nc1SCC(=O)N1CCN(S(=O)(=O)c2ccc3ccccc3c2)CC1	107	12	-3	-4	-2.4	-3	-1.3	7	-6
COc1ccc(-c2nc(C#N)c(NC(C)c3ccccc3)o2)cc1OC (stereo not drawn)	/	24	1	-6	-0.5	-12	-0.9	/	-13
Cc1ccc(S(=O)(=O)N2CCN(C(C)C(=O)Nc3ccccc3-c3ccccc3)CC2)cc1 (stereo not drawn)	93	38	-9	-17	-1.3	-6	-2.0	-2	3
CC1CCN(CC(=O)Nc2nc(-c3ccccc3)cs2)CC1	108	-52	-12	4	-0.2	1	-2.7	4	-4
Cc1cc(S(=O)(=O)N2CCC(N3CCCCC3)CC2)ccc1-n1cnnn1	93	12	-2	12	-1.6	5	-2.7	-2	-2
O=c1[nH]c(N2CCOCC2)nc2c1CCCC2	92	37	-9	4	-3.4	-3	-3.6	-1	-18
C=CCNC(=O)c1sc(=S)n(-c2ccc(C(=O)OCC)cc2)c1N	95	25	42*	-12	-2.4	-9	-0.9	-1	7
CCc1nnc(NC(=O)C2CCCN2C(=O)Nc2ccccc2)s1 (stereo not drawn)	100	23	-5	26	-4.5	-8	-3.8	3	9
Cn1ccc(-c2ccccc2)c(C#N)c1=O	91	24	5	23	-3.2	2	-1.5	-4	-4
CCCCNC(=O)Cn1cnc2c(cnn2-c2ccc(C)cc2)c1=O	104	-1	0	2	-1.9	-6	-1.8	1	-2
CC(C)(C)NC(=O)C(c1ccccn1)N(C(=O)c1csnn1)C1CCCCC1 (stereo not drawn)	89	5	-2	-4	-3.1	-21	-2.7	-6	18
COc1ccc2[nH]cc(CCNC(=O)Cc3ccc(F)cc3)c2c1	106	-9	4	-4	-2.9	1	-2.3	7	2
COCC(C)n1c(C)cc(C(=O)COC(=O)c2c(C)nn(-c3ccccc3)c2C)c1C (stereo not drawn)	107	10	2	18	-2.8	-31	-4.5	9	-10
CC1(C(=O)OCC(=O)c2c[nH]c3ccccc23)CC1(Cl)Cl (stereo not drawn)	/	-8	6	0	-5.9	-3	-1.0	/	-10
COc1cccc(Nc2nc(CN3CCOCC3)nc3sc4c(c23)CCCC4)c1	101	10	-7	-10	-3.3	-18	2.4	0	-1
Cc1ccc2nc(SCC(=O)NC3CCCc4ccccc43)[nH]c2c1 (stereo not drawn)	102	14	0	1	-4.3	-21	-2.1	22	3
Cc1ccc(NC(=O)CS(=O)(=O)c2c[nH]c3ccccc23)c(C)c1	99	-5	-8	-34	-0.1	-4	-1.9	1	-3
CC(=O)n1cc([C@@H]2C=C(C(=O)Nc3ccccc3)O[C@H](OCc3ccc(CO)cc3)C2)c2ccccc21	104	7	-5	-1	-2.9	-22	-2.4	-2	-9
O=C(CSc1n[nH]c(=O)[nH]c1=O)NC1CCCCC1	84	/	1	-3	-0.6	-6	0.2	-15	-4
COc1cc2c(cc1OC)C(=O)CC(C)S2 (stereo not drawn)	98	7	-1	14	-2.2	-2	-1.8	4	1
C=CCOCCN(C)C1=NS(=O)(=O)c2cc([N+](=O)[O-])ccc21	98	1	-4	16	-3.1	3	-3.5	-1	4
Cc1ccc(SCc2cc(-c3ccc(Cl)cc3)on2)cc1	105	36	-5	12	-1.5	-1	-3.7	0	-10
COc1ccccc1CN1CC(C(=O)NCCC2=CCCCC2)CCC1=O (stereo not drawn)	97	31	-9	/	-0.6	-39	0.5	-2	-4
CC(/C=N/O)Cc1ccc2c(c1)OCO2 (stereo not drawn)	99	/	0	/	-3.0	2	-1.0	-2	-2
CC(Sc1nnc(N)s1)c1ccccc1Cl (stereo not drawn)	98	-11	3	3	-2.9	-2	-3.2	1	2
Cc1nnc(SC(C)C(=O)Nc2ccc3ccccc3c2)[nH]c1=O (stereo not drawn)	106	13	-9	-2	0.2	-13	-2.4	3	6
COc1ccc(OC)c(NS(=O)(=O)c2ccc(Br)s2)c1	105	-6	9	-1	-3.8	-14	-3.2	-4	-1

Fetched one by one from the list above:
SMILES	MEKK2 WT-MEK5	NALP1 yeast inh	PfM18AAP inh	SUMO HTRF inh	IMP-1 inh	DNA FID counter	VIM-2 inh	MEKK2mut PB1 HTS	HCV NS3 hel inh
COCC(C)n1c(C)cc(C(=O)COC(=O)c2c(C)nn(-c3ccccc3)c2C)c1C (stereo not drawn)	107	10	2	18	-2.8	-31	-4.5	9	-10
Cc1ccc(C(=O)NCC(=O)Nc2cccc(C(F)(F)F)c2)cc1	106	23	3	0	-4.4	-1	-2.1	1	-3
CC1(C(=O)OCC(=O)c2c[nH]c3ccccc23)CC1(Cl)Cl (stereo not drawn)	/	-8	6	0	-5.9	-3	-1.0	/	-10
O=C(O)CC/C(=N\Nc1ccc(S(=O)(=O)N2CCOCC2)cc1[N+](=O)[O-])c1cccs1	94	/	-2	20	-2.4	-18	-0.1	-11	-11

Next section
SMILES	MEKK2 WT-MEK5	NALP1 yeast inh	PfM18AAP inh	SUMO HTRF inh	IMP-1 inh	DNA FID counter	VIM-2 inh	MEKK2mut PB1 HTS	HCV NS3 hel inh
CCOc1ccc(Oc2nc(Nc3ccc(C)cc3)nc(N(C)C)n2)nn1	106	18	9	8	1.2	-5	-1.5	3	7
Cn1cc([N+](=O)[O-])c(C(=O)N/N=C/c2ccc3c(c2)OCO3)n1	93	10	8	-1	-0.2	-3	-0.1	-10	-8
COc1ccc(N2C(=S)N=C(Nc3ccccc3)C23CCCCC3)cc1	76	8	3	28	-1.9	-4	0.4	-11	0
O=C(OCC(=O)N1CCOCC1)c1ccc(F)cc1Cl	93	12	-2	1	-1.3	5	0.0	-4	2
Cc1ccccc1OCC(=O)NCCc1nc2ccccc2[nH]1	92	21	2	2	0.6	2	-2.6	-3	-4
O=C(NCSc1ccnc(SCNC(=O)c2ccccc2)n1)c1ccccc1	104	-10	38*	5	-4.4	1	-4.5	3	16
O=C(Nc1ccc(F)cc1)Oc1ccc[nH]c1=O	100	-6	15	99*	-4.0	-1	-1.3	5	6
C/C(=N/Nc1ccc(C(=O)O)cc1)c1ccc(O)c(O)c1O	97	4	52*	12	-2.6	-3	0.9	-2	4
NNC(=O)c1c(O)c2cccc3c2n(c1=O)CCC3	108	15	34*	5	-4.8	-6	7.3	11	-4
OC[C@@H](O)[C@@H](O[C@H]1O[C@H](CO)[C@@H](O)[C@H](O)[C@H]1O)[C@H](O)[C@@H](O)CO	-4.0*	7	-5	20	0.7	-2	-1.8	5	5
CS/C(=N\S(=O)(=O)c1cccs1)Nc1ccc(F)c(Cl)c1	112	33	-4	24	-0.8	-7	-1.3	15	1
Cc1ccccc1C(=O)Nc1sc2c(c1C(=O)O)CCC2	95	4	3	8	-3.0	-16	2.2	-3	11
Cc1sc2ncnc(Nc3ccc(N4CCOCC4)cc3)c2c1-c1ccccc1	108	18	-1	2	-4.3	-4	-2.7	12	-2
O=C(OCCNc1ccc(C(F)(F)F)cc1[N+](=O)[O-])c1cc2ccccc2oc1=O	102	-4	-14	21	-2.2	-2	-2.7	8	5
CC(=O)OC(c1nc2ccccc2c(=O)n1C1CC2(OC1=O)c1ccccc1N1C(=O)C(C)(C)N(O)C12)C(C)C (stereo not drawn)	107	-1	/	4	/	/	/	5	/
COc1ccc(OC)c(-c2nn(-c3ccccc3)cc2C(=O)NCC2CCCO2)c1 (stereo not drawn)	100	7	-3	-9	-0.8	-40	-0.2	-3	-5
Cc1ccc(S(=O)(=O)Nc2ccc(C(=O)NCc3ccccn3)cc2)cc1	98	4	7	1	-3.7	-22	-4.3	1	0
O=C(Nc1ccccc1)N1CCCN(c2c(Cl)cncc2Cl)CC1	91	8	-11	18	-2.5	-16	-1.8	-4	-9
O=C(c1c(F)cccc1F)N1CCN(c2ccccc2F)CC1	94	10	6	17	-2.5	-9	-1.1	-17	5
O=C(O)COc1ccccc1/C=N/NC(=O)c1ccc(F)cc1	99	-3	5	-2	-1.8	-3	-3.4	-2	0

Screening data: PubChem, several laboratories
